NSD2 HMT inh – NSD2 (human) methyltransferase inhibition | O96028 | inhibition, % at 12.5 µM | NSD2 peptide methylation, AlphaScreen, 120 min | 310,000 compounds, 0.54% hits; in the data active means inhibition above about 50%
MITF act – increases MITF-driven TRPM1 promoter luciferase signal; activation, % at 12.5 µM; 300,000 compounds, 0.75% hits; SK-MEL-5 TRPM1-promoter luciferase, 24 h; % of positive control, neutral wells = 0;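 active means mean activation of at least 80% with every replicate also reaching 80%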;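 further: 0% = neutral control wells and 100% = parthenolide positive control wells; values of inactives mirror those of a sister screen read the other way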
SR-BI DiI inh – inhibitors of mouse SR-BI mediated HDL lipid uptake. Q61009. ldlA[mSR-BI] CHO cells, DiI-HDL uptake fluorescence, 3 h. inhibition, % at 12.5 µM. 320,000 compounds, 0.96% hits. AID 488896;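 active means mean replicate inhibition of at least 70% and a set share of replicates each scoring 70 or more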;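 further: 0% = median of neutral control wells and 100% = median of positive control wells; values of inactives mirror those of a sister screen read the other way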
HTR5A inv ctr – counter-screen for OPRM1-OPRD1 inverse agonists: human HTR5A inverse agonism | P47898 | HTR5A cell line, luminescence | inhibition, % at 9.3 µM | 340,000 compounds, 0.083% hits; in the data active means inhibition mostly above about 23%, no sharp cut-off; inactive means mostly below about 18%;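 further: 0% = cells with DMSO and 100% = no-cell wells with DMSO; some compounds called inactive have numbers as strong as hits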
Target sequence (P47898 whole entry, looked up): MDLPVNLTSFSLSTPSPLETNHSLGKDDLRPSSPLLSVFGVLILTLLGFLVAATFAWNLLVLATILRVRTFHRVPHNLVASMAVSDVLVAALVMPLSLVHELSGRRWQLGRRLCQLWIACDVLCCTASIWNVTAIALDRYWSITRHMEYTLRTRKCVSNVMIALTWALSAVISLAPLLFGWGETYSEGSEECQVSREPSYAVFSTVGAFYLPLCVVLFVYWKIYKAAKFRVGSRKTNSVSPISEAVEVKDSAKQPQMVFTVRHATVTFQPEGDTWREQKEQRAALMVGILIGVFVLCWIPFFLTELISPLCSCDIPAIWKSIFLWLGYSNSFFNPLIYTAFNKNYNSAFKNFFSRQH
V-ATPase pHluor – alters yeast V-ATPase proton transport; S. cerevisiae, pHLuorin cytosolic pH fluorescence; 350,000 compounds, 0.37% hits; response, % at 10 µM; AID 504577; in the data active means response mostly above about 7.3%, no sharp cut-off; inactive means mostly below about 5.4%; further: actives read high; inactives centre near 0; some compounds called inactive have numbers as strong as hits; reference of the scale not given here
dFosB act – activators of mouse delta FosB homodimer | 340,000 compounds, 0.99% hits | P13346 | activation, % at 25 µM | purified delta FosB, TAMRA-CDK5 oligo fluorescence polarization; percent of positive-control signal above neutral wells | AID 493131;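 active means mean activation above about 17%, with every replicate also reaching it, limit read from the data, passing the limit was not always enough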;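 further: fluorescence polarization rise as delta FosB binds a TAMRA Cdk5 AP-1 oligo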
Target sequence (P13346 whole entry, looked up): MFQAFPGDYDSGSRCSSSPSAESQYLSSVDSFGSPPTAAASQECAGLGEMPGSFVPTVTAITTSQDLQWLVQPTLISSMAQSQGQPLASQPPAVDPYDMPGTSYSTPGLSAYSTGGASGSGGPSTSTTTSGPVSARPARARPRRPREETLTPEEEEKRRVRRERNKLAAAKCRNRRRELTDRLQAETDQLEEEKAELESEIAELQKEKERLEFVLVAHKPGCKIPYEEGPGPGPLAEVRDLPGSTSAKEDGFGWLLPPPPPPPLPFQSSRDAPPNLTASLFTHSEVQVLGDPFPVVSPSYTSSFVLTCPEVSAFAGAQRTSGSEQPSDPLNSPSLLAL
Wnt act – Wnt/beta-catenin pathway activation; 300,000 compounds, 1.2% hits; activation, % at 9.35 µM; Wnt/beta-catenin reporter cell assay, activator, plate reader; AID 743398; in the data active means activation above about 30%, passing the limit was not always enough;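 further: 0% = neutral control wells and 100% = positive control wells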
HTR5A ag – counter-screen for OPRM1-OPRD1 agonists: human HTR5A agonism; P47898; HTR5A agonist assay, luminescence, cell-based; activation, % at 9.3 µM; 340,000 compounds, 0.61% hits; in the data active means activation mostly above about 9.5%, no sharp cut-off; inactive means mostly below about 7.6%;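 further: 0% = cells with vehicle only and 100% = reference agonist; strong numbers were not always called active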
PvdQ acylase – P. aeruginosa PvdQ acylase inhibition; purified PvdQ acylase, fluorescence plate reader; 340,000 compounds, 0.063% hits; inhibition, % at 10 µM; in the data active means inhibition above about 30%, passing the limit was not always enough;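 further: 0% = vehicle neutral wells and 100% = reference inhibitor wells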
CDK5 inh – CDK5/p35 (human) kinase inhibition; inhibition, % at 10 µM; Recombinant CDK5/p35, ADP-Glo luminescence, 60 min; 330,000 compounds, 0.01% hits; Q00535+Q15078; AID 488839;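 active means highest replicate inhibition of at least 50% and at least 75% of replicates reaching 50%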;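 further: plate controls were DMSO neutral control for no effect and GW8510 at 10 µM for full effect; many of its hits are not listed in these tables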
An asterisk follows results filed as active; nt = not tested or not shown.

SMILES | NSD2 HMT inh | MITF act | SR-BI DiI inh | HTR5A inv ctr | V-ATPase pHluor | dFosB act | Wnt act | HTR5A ag | PvdQ acylase | CDK5 inh
CC1CCN(S(=O)(=O)c2ccc(NC(=O)c3ccco3)cc2)CC1 | -2 | -3 | nt | 4 | -5 | -12 | -2 | -1 | -3 | -0.8
CN(C)CCCN1C(=O)C(O)=C(C(=O)c2cc3ccccc3o2)C1c1ccccn1 (centres undefined) | 2 | 9 | -14 | -1 | 0 | -1 | 3 | 0 | -5 | -7.2
CC1CCCN(c2nc3ccsc3c(=O)s2)C1 (centres undefined) | -11 | 73 | -1 | 16 | 4 | -6 | 53* | -7 | 8 | 4.1
COc1cccc(OC)c1C(=O)Nc1sc2c(c1C(N)=O)CCN(Cc1ccccc1)C2 | nt | -2 | 48 | -10 | 3 | -9 | -1 | -2 | -10 | -1.0
Cc1c2c(nc3ccccc13)OCC2 | nt | -8 | 11 | -7 | -1 | 4 | -6 | 6 | -14 | -0.1
CN1C(C(=O)NCc2cccs2)=CC(c2ccc(F)cc2)=NS1(=O)=O | 2 | 6 | -27 | -1 | 2 | -5 | 0 | 0 | -10 | 0.2
COc1cc(C2OCC3C(c4ccc(OC5OC(CO)C(O)C(O)C5O)c(OC)c4)OCC23)ccc1O (centres undefined) | nt | nt | 0 | -23 | -1 | -3 | -1 | 4 | -13 | 0.7
CCC(C)N(C(=O)CSc1nncn1C)C1CCS(=O)(=O)C1 (centres undefined) | -2 | -1 | -7 | 5 | -2 | -2 | -1 | -1 | -6 | -0.3
CC(CCC(C)C(C)(C)C)[C@@H]1CC[C@H]2C3C[C@H](OS(O)(=S)=S)[C@H]4C[C@H](OS(O)(=S)=S)[C@@H](OS(O)(=S)=S)C[C@]4(C)[C@H]3CC[C@]12C (some centres undefined) (tested in a mixture with another compound) | nt | 27 | 2 | -16 | 3 | -11 | nt | 6 | -1 | 80*
O=C(O)c1ccc2nc(-c3ccccc3)c(-c3ccccc3)nc2c1 | nt | 3 | -7 | 6 | 3 | 1 | nt | -2 | -2 | -3.8
C=CCN(C(=O)c1ccccc1)c1ccc(OC)cc1 | -4 | -4 | -16 | -38 | 6 | -3 | -5 | -1 | -11 | -0.4
Cc1ccsc1-c1nc(CN2CCN(C)C(=O)[C@@H]2C)c(C)o1 | 3 | -1 | 1 | -32 | 0 | 1 | -6 | 2 | 2 | -0.4
Cc1ccc(C(=O)Nc2c(-c3cccs3)nc3cc(C)ccn23)cc1 | 0 | -5 | -27 | -8 | -5 | -2 | nt | 2 | -14 | 0.0
CCOc1ccc(C(C)=O)cc1COC(=O)c1ccc2c(c1)NC(=O)CS2 | -3 | nt | 80* | -11 | 1 | 7 | -6 | 4 | 0 | -1.0
CN(Cc1ccccc1)c1nnc(N)s1 | nt | -8 | -3 | -19 | -1 | 2 | 1 | 7 | -13 | 1.4
O=C(NCc1cccnc1)/C(=C\c1ccc(-c2ccc(Cl)c(Cl)c2)o1)S(=O)(=O)c1ccccc1 | 0 | -90 | -40 | -23 | -4 | 2 | -12 | 3 | 3 | -0.9
CCOc1cc(/C=N/NC(=O)C2CCCC2)ccc1O | 13 | 0 | -12 | -12 | -3 | 2 | -1 | 2 | -13 | -0.5
O=C(CCC(=O)c1cccs1)OCC(=O)c1ccc(Cl)s1 | 1 | 3 | 12 | -2 | 2 | 3 | nt | -9 | -11 | -1.0
CCn1c(SCC(=O)NC2CCCC2)nnc1C(C)NC(=O)c1ccccc1F (centres undefined) | -2 | 12 | -11 | -35 | -6 | -2 | -1 | 7 | 4 | -1.3
CC(C)Cc1nnc(NC(=O)CCC(=O)NCCc2ccccc2)s1 | nt | 0 | -10 | 1 | 6 | 1 | 0 | -4 | 7 | -0.4
COc1ccc(OC)c(CCNC(=O)CCCC(=O)n2ncc3cc(C)ccc32)c1 | nt | -3 | 35 | 3 | 2 | -6 | 4 | -1 | -10 | -1.1
COc1ccc(OCC(=O)Nc2c3c(nn2C(C)(C)C)CSC3)cc1 | -3 | 11 | 8 | 0 | -2 | -7 | 0 | 0 | -16 | 1.2
COc1c(C)cc(C(=O)C2CCCN(Cc3ccc(Oc4ncccn4)cc3)C2)cc1C (centres undefined) | nt | -1 | 6 | -7 | -4 | -7 | -5 | 2 | 2 | 0.3
COCCCNC(=O)Nc1ccc(Br)cc1Cl | 0 | 30 | 1 | 3 | 0 | 2 | nt | 1 | -7 | -1.7
Cc1cccc(NC(=O)CN2CCCCCC2)c1 | 0 | -3 | nt | -2 | 1 | 2 | -1 | 1 | -24 | -0.7
CCN(CC)CCOc1cccc(C(C)C)c1 | 13 | -6 | -32 | 3 | -5 | 7 | -1 | -1 | -4 | -2.1

Wnt act, hit marks shown above.
Compound | NSD2 HMT inh | MITF act | SR-BI DiI inh | V-ATPase pHluor | dFosB act | Wnt act | PvdQ acylase | CDK5 inh
CC1CCCN(c2nc3ccsc3c(=O)s2)C1 (centres undefined) | -11 | 73 | -1 | 4 | -6 | 53* | 8 | 4.1

Reformatted with each value named: 4 of the compounds above.
> C=CCN(C(=O)c1ccccc1)c1ccc(OC)cc1
  NSD2 HMT inh = -4
  MITF act = -4
  SR-BI DiI inh = -16
  HTR5A inv ctr = -38
  V-ATPase pHluor = 6
  dFosB act = -3
  Wnt act = -5
  HTR5A ag = -1
  PvdQ acylase = -11
  CDK5 inh = -0.4
> Cc1ccsc1-c1nc(CN2CCN(C)C(=O)[C@@H]2C)c(C)o1
  NSD2 HMT inh = 3
  MITF act = -1
  SR-BI DiI inh = 1
  HTR5A inv ctr = -32
  V-ATPase pHluor = 0
  dFosB act = 1
  Wnt act = -6
  HTR5A ag = 2
  PvdQ acylase = 2
  CDK5 inh = -0.4
> Cc1ccc(C(=O)Nc2c(-c3cccs3)nc3cc(C)ccn23)cc1
  NSD2 HMT inh = 0
  MITF act = -5
  SR-BI DiI inh = -27
  HTR5A inv ctr = -8
  V-ATPase pHluor = -5
  dFosB act = -2
  Wnt act = nt
  HTR5A ag = 2
  PvdQ acylase = -14
  CDK5 inh = 0.0
> CCOc1ccc(C(C)=O)cc1COC(=O)c1ccc2c(c1)NC(=O)CS2
  NSD2 HMT inh = -3
  MITF act = nt
  SR-BI DiI inh = 80*
  HTR5A inv ctr = -11
  V-ATPase pHluor = 1
  dFosB act = 7
  Wnt act = -6
  HTR5A ag = 4
  PvdQ acylase = 0
  CDK5 inh = -1.0

3 compounds from above, arranged by molar mass, descending:
SMILES | NSD2 HMT inh | MITF act | SR-BI DiI inh | HTR5A inv ctr | V-ATPase pHluor | dFosB act | Wnt act | HTR5A ag | PvdQ acylase | CDK5 inh
CN(C)CCCN1C(=O)C(O)=C(C(=O)c2cc3ccccc3o2)C1c1ccccn1 (centres undefined) | 2 | 9 | -14 | -1 | 0 | -1 | 3 | 0 | -5 | -7.2
COCCCNC(=O)Nc1ccc(Br)cc1Cl | 0 | 30 | 1 | 3 | 0 | 2 | nt | 1 | -7 | -1.7
Cc1ccsc1-c1nc(CN2CCN(C)C(=O)[C@@H]2C)c(C)o1 | 3 | -1 | 1 | -32 | 0 | 1 | -6 | 2 | 2 | -0.4

The order is random, and some 5% of all compounds hit somewhere here.
